# Redox H2O2 prof: compounds producing H2O2 with reducing agent – biochemical, NIH compound library profiling, artefact control for MLSCN library redox annotation, primary screen; 200,000 tested, 0.03% active; DTT-dependent redox cycling H2O2, phenol red/HRP absorbance; 100% = 100 µM peroxide control, 0% = buffer; activation, % at 10 µM;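 active means activation of at least 50% relative to the plate's high and low controls in the primary single-dose screen; inactive means activation below 50%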;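 further: compound incubated with DTT at 0.8 mM final as the reducing agent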
# Hsp70 act: transcriptional activators of Hsp70. activation, % at 10 µM. HeLa Hsp70 promoter luciferase reporter, luminescence; scaled: vehicle 0, proteasome-inhibitor control 100%. 200,000 tested, 0.04% active;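 active means activation above the mean across all tested compounds plus 3 SD, cutoff set per campaign, cut at about 5.5% in these data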;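 further: 100% = MG132 at 30 µM as the positive control and 0% = DMSO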
# STAT3 blocker: STAT3 signaling inhibition. U3A cells, IL-6 STAT3-luciferase reporter, luminescence; host cell line lacks STAT1. inhibition, % at 5.5 µM. 190,000 tested, 0.89% active. AID 862;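 active means inhibition above the mean inhibition across all screened compounds plus 3 SD, cut at about 44% in these data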;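 further: 0% = DMSO only wells and 100% = 100 µM nifuroxazide control wells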
# APP 5'UTR act: activates APP 5'UTR luciferase reporter; SH-SY5Y APP 5'UTR luciferase reporter, luminescence; zero percent = DMSO vehicle wells; activation, % at 2 µM; 190,000 tested, 1% active; AID 1276;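 active means activation above a set limit, based on mean plus 3 SD of controls, cut at about 140% in these data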; further: values of inactives mirror those of a sister screen read the other way
# NF-kB expr up: NF-kB expression increase, human neuronal cells; AID 1239; 190,000 tested, 1.6% active; fold change at 12.5 µM; NF-kB reporter expression; stronger effect = higher value; in the data active means fold change above about 3.3
# STAT1 blocker: reduces IFN-gamma driven STAT1 reporter signal. AID 920. 200,000 tested, 0.35% active. NIH 3T3 STAT1-luciferase reporter, luminescence. inhibition, % at 5.5 µM;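 active means inhibition above a set limit, the mean inhibition across all tested compounds plus 3 SD, cut at about 34% in these data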;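 further: 0% = IFN-gamma with DMSO and 100% = IFN-gamma with 300 µM nifuroxazide; values of inactives mirror those of a sister screen read the other way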
# STAT3 act: increases IL-6 driven STAT3 reporter signal. U3A cells, IL-6 STAT3-luciferase reporter, luminescence; 100% = signal with IL-6 EC80 alone. activation (% of control), % at 5.6 µM. 190,000 tested, 0.91% active;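 active means activation above the screen-wide mean of compound activation plus 3 SD, cut at about 130% in these data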;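 further: 0% = background luminescence of wells with medium and substrate only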
#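 Material: human STAT1-deficient U3A cells with stable STAT3-luciferase reporter / Probe or stimulus: IL-6 stimulus at 33 ng/mL final / Schedule: 1 h compound pre-exposure, 6 h IL-6 stimulation, 37 °C / Technique: luminescence / Read-out basis: percent of IL-6-only median luminescence / Control set: IL-6-only high control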
# STAT1 act: activators of IFN-gamma induced STAT1 signaling. NIH 3T3 STAT1-luciferase reporter, luminescence; 100% = IFN-gamma alone, no compound. activation (% of control), % at 5.5 µM. 200,000 tested, 2.6% active;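 active means activation above the screen-wide mean activation plus 3 SD, cut at about 130% in these data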;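 further: raw ratio to IFN-gamma control signal so 100% means no change and 0% no light; values of inactives mirror those of a sister screen read the other way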
# HMGR II inh: inhibitors of class II HMG-CoA reductase from Enterococcus faecalis; purified E. faecalis HMGR, NADPH absorbance 340 nm kinetic; inhibition, % at 10 µM; 190,000 tested, 0.41% active; AID 1066;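 active means inhibition above a set limit, the median over all tested compounds plus 3 SD, cut at about 9.5% in these data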;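 further: enzyme runs in reverse so mevalonate oxidation gives rising NADPH absorbance; 0% = complete reaction with DMSO and 100% = background rate lacking mevalonate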
# TLR4 MyD88 comp: TLR4-MyD88 interaction inhibition in cells. O00206+Q99836. HeLa CL3-4 TLR4/MyD88 BLA complementation, FRET ratio. inhibition, % at 8.4 µM. 200,000 tested, 0.18% active; in the data active means inhibition above about 25%;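 further: 0% = vehicle and 100% = reference inhibitor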
# Target sequence (O00206 whole entry, looked up): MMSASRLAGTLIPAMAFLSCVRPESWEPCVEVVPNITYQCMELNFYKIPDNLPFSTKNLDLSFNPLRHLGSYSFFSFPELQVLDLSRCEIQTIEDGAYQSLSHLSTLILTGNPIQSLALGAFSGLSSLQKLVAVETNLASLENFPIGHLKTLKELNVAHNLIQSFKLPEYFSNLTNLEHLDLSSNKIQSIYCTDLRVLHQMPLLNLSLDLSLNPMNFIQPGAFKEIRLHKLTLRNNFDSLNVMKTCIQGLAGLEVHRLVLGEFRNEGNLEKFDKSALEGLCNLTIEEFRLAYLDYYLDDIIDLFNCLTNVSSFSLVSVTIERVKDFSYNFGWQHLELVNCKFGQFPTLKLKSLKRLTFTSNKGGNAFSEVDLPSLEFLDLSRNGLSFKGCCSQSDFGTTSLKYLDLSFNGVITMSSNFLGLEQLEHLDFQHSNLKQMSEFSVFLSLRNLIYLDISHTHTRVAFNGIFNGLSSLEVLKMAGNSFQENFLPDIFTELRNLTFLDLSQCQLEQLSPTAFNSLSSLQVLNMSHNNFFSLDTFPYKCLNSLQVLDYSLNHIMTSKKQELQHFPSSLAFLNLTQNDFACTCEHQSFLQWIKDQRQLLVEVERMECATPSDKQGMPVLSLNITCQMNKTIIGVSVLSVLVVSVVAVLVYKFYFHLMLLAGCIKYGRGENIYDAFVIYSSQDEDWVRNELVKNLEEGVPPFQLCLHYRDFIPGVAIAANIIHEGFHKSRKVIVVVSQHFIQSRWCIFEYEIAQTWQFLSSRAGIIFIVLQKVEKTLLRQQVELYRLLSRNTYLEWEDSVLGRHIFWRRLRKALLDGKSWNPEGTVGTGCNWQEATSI
# Target sequence (Q99836 whole entry, looked up): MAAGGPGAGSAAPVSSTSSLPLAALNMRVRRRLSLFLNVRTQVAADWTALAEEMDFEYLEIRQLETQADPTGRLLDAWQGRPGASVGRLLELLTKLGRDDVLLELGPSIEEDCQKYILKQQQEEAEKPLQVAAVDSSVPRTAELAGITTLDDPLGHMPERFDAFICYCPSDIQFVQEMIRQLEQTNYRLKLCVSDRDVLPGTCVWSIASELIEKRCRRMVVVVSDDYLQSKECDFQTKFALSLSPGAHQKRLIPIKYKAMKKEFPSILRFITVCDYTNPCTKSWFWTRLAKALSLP
# * hit, by the source's call; . = not tested or not shown.
SMILES,Redox H2O2 prof,Hsp70 act,STAT3 blocker,APP 5'UTR act,NF-kB expr up,STAT1 blocker,STAT3 act,STAT1 act,HMGR II inh,TLR4 MyD88 comp
COc1cccc(C(=O)N2CCN(C(=O)c3cccc(F)c3)CC2)c1,3.0,-0.6,3,-4,1,16,100,85,-9,3
CCOC(=O)CC(N)c1ccc(OC)cc1 (configuration not stated),-0.5,-0.4,-1,-3,0.94,0,106,100,-3,0
S=C1NC(c2cccs2)=CC(c2ccc(Br)cc2)N1 (configuration not stated),0.0,-0.1,-13,12,4*,7,115,94,-5,4
O=c1cc(-c2ccc(Br)cc2)[nH][nH]1,-0.4,0.4,8,-3,1.6,-13,101,112,2,-8
COCN(C#N)c1nc(N(C)C)nc(N(C)C)n1,-0.2,-0.1,10,-7,1.2,1,97,97,-5,-2
O=Cc1ccc(OC(=O)c2cccnc2)cc1,-0.7,0.2,0,-9,1.2,0,104,97,-3,7
Cc1ccc(CN2CCN(Cc3nc(C(C)C)cs3)CC2CCO)cc1 (configuration not stated),-1.3,0.3,3,-2,0.88,6,101,93,-1,-10
O=C(CSc1nc2ccsc2c(=O)n1-c1ccccc1)N1CCCC1,0.7,-0.3,6,-11,1.1,11,98,90,-3,-2
N#Cc1ccc(NC(=O)COC(=O)C2Cc3ccccc3CN2C(=O)c2ccccc2)cc1 (configuration not stated),-0.5,-0.1,2,-3,1.3,0,98,100,-2,2
CCCOC(=O)c1ccc(OCC(O)CN2C(=O)NC(C)(C)C2=O)cc1 (configuration not stated),-0.7,0.1,13,6,0.7,-4,94,104,2,-2
Cc1nc2ccc(NC(=O)c3nn(C(C)C)c(=O)c4ccccc34)cc2s1,0.2,-0.2,33,-10,0.32,14,71,87,-4,-1
CCCC(c1nnnn1Cc1cccs1)N1CCN(c2ccc(OC)cc2)CC1 (configuration not stated),-3.5,-0.2,6,28,0.69,5,101,95,0,5
COc1ccc(CN(CC2CCC(C(=O)O)CC2)C(=S)Nc2cc(C)cc(C)c2)cc1 (configuration not stated),-1.4,-0.1,9,2,1,6,103,94,0,-11
COc1ccc(CC(=O)NNS(=O)(=O)c2ccccc2)cc1OC,-0.4,-0.2,-2,5,1.2,-8,104,106,-5,-9
CC(=O)Nc1ccc(N=Cc2ccc[nH]2)cc1,-2.5,-0.2,-2,-3,1.1,2,105,98,4,2
COCCCNC(=O)C1CCC(CNS(=O)(=O)c2ccc(Cl)cc2)CC1 (configuration not stated),-0.1,-0.3,2,-2,1.1,-1,100,99,0,1
COc1ccccc1C(=O)Nn1c(C2CCC2)nc2ccccc2c1=O,1.5,-0.2,-10,-9,1.2,3,113,97,-9,4
Cc1cc(Oc2ccccc2)nc(SCC(=O)Nc2ccc(Cl)c(Cl)c2)n1,0.7,-0.2,9,-7,0.88,1,95,99,-1,9
Cc1cc(Cl)ccc1C(=O)C1CCCN(C(=O)c2cscn2)C1 (configuration not stated),-1.3,0.0,4,1,1.1,4,100,95,-3,-6
O=C(NCc1ccccc1)c1ccc(Br)o1,0.3,-0.2,11,-5,1.2,-1,88,101,-4,-4
COc1ccccc1N1CCN(C(=O)CSc2nnc(NC(=O)c3ccco3)s2)CC1,-0.2,-0.6,9,-6,1.3,4,99,97,-2,2
CC(=O)C1=C(O)C(=O)N(CCc2ccccc2)C1c1ccccc1[N+](=O)[O-] (configuration not stated),0.2,0.1,-27,-1,0.94,5,120,96,-4,18
CCn1c(SCC(=O)NC(C)(C)C)nnc1-c1ccoc1C,0.4,-0.2,-2,11,1.6,0,102,100,4,1
CCN(CC)C(=O)c1ccc2c3c(cccc13)C(=O)N(CCc1ccc(OC)c(OC)c1)C2=O,0.5,-0.3,11,8,0.32,-7,93,106,-14,-2
Cc1ccc(S(=O)(=O)CC(=O)c2ccc(C(C)(C)C)cc2)cc1,-4.9,-0.2,-1,8,1.2,-5,105,104,-2,3
CC1CCN(c2ccc(C(=O)O)cc2NS(=O)(=O)c2ccc(Br)cc2)CC1,-0.5,-0.4,0,-5,1.6,9,103,92,2,-9
O=C1N2CCSC2=NC1(Nc1ccccn1)C(F)(F)F (configuration not stated),-0.7,-0.5,-1,-8,1.1,-10,106,109,1,6
O=C(c1cccs1)n1nc(-c2ccccc2)nc1NCc1ccc(F)cc1,2.0,-0.2,12,13,1.2,8,91,93,1,-1
O=c1c2ccccc2nc(COc2ccccc2)n1/N=C/c1cc([N+](=O)[O-])ccc1O,0.7,-0.3,4,-4,1.8,2,96,98,-10,-8
COc1ccccc1N1CCN(C(=O)N2CCOCC2)CC1,3.2,-0.5,8,0,1.5,7,97,94,-5,7
Cc1cccc(-c2noc(CCCOc3ccc(Cl)cc3Cl)n2)c1,0.0,-0.4,6,-8,1.1,3,100,97,1,3
CC(=O)Cn1c(N2CCC(Cc3ccccc3)CC2)nc2c1c(=O)[nH]c(=O)n2C,-1.2,-0.4,7,-1,0.97,3,97,97,-1,-8
CSc1ccc(C(=O)C2CCCN(Cc3cccn3-c3cccnc3)C2)cc1 (configuration not stated),0.3,-0.1,8,-10,0.73,11,98,88,-3,-4
O=C(C1CCN(S(=O)(=O)c2ccccc2[N+](=O)[O-])CC1)N1CCOCC1,0.4,-0.3,0,12,1.2,4,107,95,6,0
O=[N+]([O-])c1ccc(-c2ccc(/C=N/Nc3nc(NCc4ccccc4)nc(N4CCOCC4)n3)o2)cc1,-0.2,-0.3,9,1,0.81,-13,97,112,0,55*
Cc1cc2c(NCC(C)O)ncnc2s1 (configuration not stated),1.4,0.0,2,6,1.2,2,100,101,2,14
CN(c1ccccc1)S(=O)(=O)c1ccc(NC(=S)Nc2ccccc2)cc1,2.0,0.1,7,5,1.6,-5,104,104,-2,11
Cc1cc(OCC(=O)NCCO)ccc1Cl,-2.9,-0.2,4,24,1.1,-4,100,106,2,17
CC1CCCCC1NC(=O)CSc1nnnn1-c1ccccc1 (configuration not stated),0.1,-0.1,2,14,1.2,-4,102,103,-6,-4
CC(=O)NC(Cc1ccccc1)C(=O)NC1CCN(C(=O)c2cnccn2)CC1 (configuration not stated),-0.9,-0.1,9,14,1.2,9,94,91,-8,-5

# The list goes on; the last 3 above are carried over.
SMILES,Redox H2O2 prof,Hsp70 act,STAT3 blocker,APP 5'UTR act,NF-kB expr up,STAT1 blocker,STAT3 act,STAT1 act,HMGR II inh,TLR4 MyD88 comp
Cc1cc(OCC(=O)NCCO)ccc1Cl,-2.9,-0.2,4,24,1.1,-4,100,106,2,17
CC1CCCCC1NC(=O)CSc1nnnn1-c1ccccc1 (configuration not stated),0.1,-0.1,2,14,1.2,-4,102,103,-6,-4
CC(=O)NC(Cc1ccccc1)C(=O)NC1CCN(C(=O)c2cnccn2)CC1 (configuration not stated),-0.9,-0.1,9,14,1.2,9,94,91,-8,-5
O=C(Nc1ccc(Cl)cc1)c1ccc(OC2CSC2)cc1,-0.2,0.1,3,51,1.2,-23,104,121,-3,0
COc1cc(N2CCCC2)c(OC)cc1/C=C(/C#N)c1cccc(Br)c1,0.9,0.0,-3,0,1.2,-6,104,105,-6,0
O=C(COc1ccccc1O)N1CCN(C(=O)c2ccco2)CC1,-1.1,-0.3,0,1,1.1,17,104,85,-6,3
Cc1ccc(NC(=O)COC(=O)C2CCC(=O)N2)c([N+](=O)[O-])c1 (configuration not stated),0.0,-0.1,6,7,1,-7,101,106,-3,-9
CN(CC(=O)O/N=C(\N)c1ccccn1)S(=O)(=O)c1ccccc1,1.6,-0.1,0,4,0.93,0,110,100,-1,20
Cc1c(C(=O)O)oc2ccc(S(=O)(=O)N(CC(C)C)CC(C)C)cc12,-1.5,-0.1,2,-18,1.1,8,102,94,4,14
COc1ccc(N(CC(=O)NCc2ccccc2)C(=O)Cn2nnc(-c3ccccc3F)n2)cc1OC,-0.2,-0.2,-7,-15,1.3,6,111,93,1,-17
CCOC(=O)c1ccc(NC(=O)N2CCN(CCc3ccccc3)CC2)cc1,2.2,-0.1,1,0,1.1,-4,102,103,1,-15
COc1cc(C)c(NC(c2ccccc2)c2ccccc2)cc1OC,-1.1,0.5,-2,6,1,1,112,98,-3,-19
Cc1nc2c3ccccc3nc(NNC(=O)CCC(=O)NCCC(C)C)n2n1,-0.1,-0.4,5,21,1,8,98,93,3,-4
Cc1cccc(C(=O)Nc2ccc(O)cc2)c1,0.8,-0.2,1,24,2.8,-15,103,114,-2,13
N#Cc1cccc(-n2nnnc2-c2ccc3c(c2)OCO3)c1,0.3,-0.1,-12,28,3.5*,-13,113,112,4,4
CCCN1CCCc2ccccc21,-0.2,-0.3,-27,-5,0.49,6,129,95,0,8
Cn1nnnc1SCc1ccc(Cl)cc1,-1.0,-0.1,11,2,1.3,-1,92,101,1,-11
CC1(C)Cc2c(ccc3ccccc23)C2=C(C(=O)N3CCCC3)C(=O)C(=O)N21,-0.1,-0.3,6,8,0.83,41*,96,61,3,-3
CC1=CC(C)(C)N(C(=O)C(C)N2C(=O)c3ccccc3C2=O)c2ccc(C)cc21 (configuration not stated),0.1,-0.6,16,-7,0.95,9,90,92,2,-5
S=C(NCCc1ccccc1)Nc1ccc(Br)cn1,-0.9,-0.2,6,15,1.5,-4,98,102,2,-2
Cc1cc(C)n(-c2nc3ccccc3nc2NCCc2ccccc2)n1,-0.3,-0.2,18,-1,1.3,4,92,96,0,-10
CCN1C(=O)C2C(C1=O)N1C(c3ccccc3)C3C(=O)N(CC)C(=O)C3N1C2c1ccccc1 (configuration not stated),-0.4,0.3,3,5,1.1,6,101,95,0,0
CCCCOCCCn1cnc2c([nH]c3cc(OC)ccc32)c1=O,-4.0,-0.3,6,3,0.98,-5,98,104,-2,1

# STAT1 blocker: hit marks shown above
structure | Redox H2O2 prof | Hsp70 act | APP 5'UTR act | NF-kB expr up | STAT1 blocker | STAT3 act | STAT1 act | HMGR II inh | TLR4 MyD88 comp
CC1(C)Cc2c(ccc3ccccc23)C2=C(C(=O)N3CCCC3)C(=O)C(=O)N21 | -0.1 | -0.3 | 8 | 0.83 | 41* | 96 | 61 | 3 | -3

# Later entries.
SMILES,Redox H2O2 prof,Hsp70 act,STAT3 blocker,APP 5'UTR act,NF-kB expr up,STAT1 blocker,STAT3 act,STAT1 act,HMGR II inh,TLR4 MyD88 comp
N#Cc1cc([N+](=O)[O-])ccc1NC(=O)COC(=O)CCC1CCCCC1,-0.6,-0.1,-7,-3,.,-3,111,102,-2,0
CN=C(Nc1ccccc1)SC1CC(=O)N(c2ccc(C(=O)OC)cc2)C1=O (configuration not stated),-5.9,0.0,11,7,0.91,4,96,96,.,-10
Cc1cc(=O)[nH]c2c1c(C)nn2C1CCCC1,2.0,-0.2,9,11,1.1,7,92,94,-2,0
CCN(CC)S(=O)(=O)c1ccc(OC(C)C)c(NC(=O)c2c3c(nc4ccccc24)CCN(Cc2ccccc2)C3)c1,-0.2,-0.6,-17,10,0.37,-9,112,108,-3,-23
CC(=O)c1ccc2c(ccc3ccccc32)c1,-6.7,-0.2,-1,6,2.5,-22,108,120,-4,4
Nc1c2c(nc3ccc(Br)cc13)N(c1ccccc1)CC2,1.1,0.2,-26,-1,1.2,0,129,100,-1,-14
Fc1cc(Br)ccc1NC(=S)NCCc1ccccc1,-3.6,-0.1,13,42,1.9,-6,94,106,-3,-5
CCOc1ccc(/C(O)=C2/C(=O)C(=O)N(CC3CCCO3)C2c2cccs2)cc1 (configuration not stated),-0.4,-0.3,-6,2,1.3,-2,106,101,-2,-2
